HTRA1 inh: inhibitors of human serine peptidase HTRA1; Q92743; recombinant HTRA1, FP-rhodamine activity-based probe, fluorescence polarization; inhibition, % at 5.96 µM; 340,000 tested, 0.5% active; in the data active means inhibition above about 36%;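 further: 0% = enzyme with DMSO and 100% = wells lacking enzyme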
PRMT1 inh: blocks human protein arginine methyltransferase 1; Q99873; recombinant PRMT1, activity-based probe fluorescence polarization; inhibition, % at 2.79 µM; 370,000 tested, 1.3% active;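 active means inhibition above about 21% made by adding two undisclosed values, limit read from the data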
Target sequence (Q99873 whole entry, looked up): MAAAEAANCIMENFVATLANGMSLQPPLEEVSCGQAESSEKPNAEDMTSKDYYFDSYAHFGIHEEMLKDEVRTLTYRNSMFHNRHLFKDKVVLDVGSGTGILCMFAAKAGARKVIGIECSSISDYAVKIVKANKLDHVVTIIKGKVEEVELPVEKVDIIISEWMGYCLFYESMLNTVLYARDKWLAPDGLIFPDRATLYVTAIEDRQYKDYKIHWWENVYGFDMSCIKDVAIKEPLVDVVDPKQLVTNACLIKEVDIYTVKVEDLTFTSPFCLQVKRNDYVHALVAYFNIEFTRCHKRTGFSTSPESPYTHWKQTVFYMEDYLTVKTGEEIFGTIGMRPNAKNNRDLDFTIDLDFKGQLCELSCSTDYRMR
SIAE primary: human SIAE inhibition, primary screen; Q9HAT2; SIAE FP-Rh probe binding, fluorescence polarization; inhibition, % at 9.66 µM; 370,000 tested, 0.69% active; AID 1053197;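 active means inhibition above a cutoff: mean of compounds within the control limits plus 3 SD of those, cut at about 17% in these data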;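 further: 0% = plate median of compound wells and 100% = probe without SIAE protein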
mABHD4 FP: inhibitors of mouse ABHD4; purified mABHD4, FP-Rh probe fluorescence polarization; AID 720543; inhibition, % at 8.92 µM; Q8VD66; 370,000 tested, 0.54% active;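 active means inhibition exceeding the mean over every tested compound plus 3 SD, cut at about 30% in these data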;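 further: 0% = plate median of compound wells and 100% = S159A mutant with DMSO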
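Assay system: mABHD4 protein; medium: HEPES pH 7.0, NaCl, Pluronic buffer; dosing: 8.92 µM, single dose; schedule: 45 min + 60 min at 25 °C; signal: FP readout, ex 525 nm / em 598 nm; read-out: normalized percent inhibition of probe labeling; repeats: single replicate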
TDP2 absorb: TDP2 (human) inhibition, absorbance primary screen | O95551 | recombinant TDP2, T5PNP hydrolysis, p-nitrophenol absorbance 415 nm | inhibition, % at 12.8 µM | 370,000 tested, 0.34% active | AID 720702;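 active means inhibition above the mean of all tested compounds plus 3 SD, set per campaign, cut at about 25% in these data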;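 further: 0% = DMSO with enzyme and 100% = buffer with substrate but no TDP2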
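System: recombinant human TDP2 / Amount: 120 nM TDP2 per well / Also added: 5 mM T5PNP chromogenic substrate / Doses: 12.8 µM single point, 1% DMSO / Incubation: 2 h at 37 °C / Detection: p-Nitrophenol epi absorbance / Evaluation: % inhibition relative to enzyme-containing and enzyme-free wells / Repeats: singlicate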
LEDGF integ inh: blocks HIV-1 LEDGF/p75-dependent DNA integration; TR-FRET IN-LEDGF/p75 DNA integration, Eu/Cy5; inhibition, % at 3.7 µM; 370,000 tested, 0.64% active;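 active means inhibition above the screen-wide mean plus 3 SD, cut at about 13% in these data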;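 further: signal is the Cy5 over europium emission ratio at 671 and 618 nm; 0% = plate median of compound wells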
rCAG RNA binder: molecules binding r(CAG) RNA repeats; r(CAG) RNA repeat, TO-PRO-1 dye displacement fluorescence; 370,000 tested, 1.3% active; AID 651821; inhibition, % at 3 µM;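 active means inhibition above the plate cutoff, the mean of all test compounds on that plate plus 3 SD, cut at about 35% in these data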;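 further: 0% = DMSO alone and 100% = 100 µM mitoxantrone as full dye displacement; higher means more dye released from RNA so lower well fluorescence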
NPR2 activator: GC-B (human) receptor activation; P20594; HEK293-GC-B cells, CNP EC30, cGMP TR-FRET; 0% at EC30 CNP, 100% saturating CNP; activation, % at 10 µM; 370,000 tested, 0.11% active; AID 1920062;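 active means activation at 10 µM reaching about 35% in either raw or pattern-adjusted values, limit read from the data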
TCR CD3 inh: human TCR-CD3 binding inhibition; TAMRA-labeled TCR probe fluorescence, biochemical; inhibition, % at 9.4 µM; 360,000 tested, 0.37% active; AID 651800; in the data active means inhibition above about 19%;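 further: recombinant mutant TCR 2C K166C tagged with TAMRA read by polarization; 0% = receptor in buffer alone and 100% = receptor with positive control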
MBD2 inh: inhibitors of human MBD2 binding to methylated oligonucleotide | Q9UBB5 | TR-FRET | inhibition, % at 4.4 µM | 370,000 tested, 0.31% active | AID 686964; in the data active means inhibition above about 13%
Target sequence (Q9UBB5 whole entry, looked up): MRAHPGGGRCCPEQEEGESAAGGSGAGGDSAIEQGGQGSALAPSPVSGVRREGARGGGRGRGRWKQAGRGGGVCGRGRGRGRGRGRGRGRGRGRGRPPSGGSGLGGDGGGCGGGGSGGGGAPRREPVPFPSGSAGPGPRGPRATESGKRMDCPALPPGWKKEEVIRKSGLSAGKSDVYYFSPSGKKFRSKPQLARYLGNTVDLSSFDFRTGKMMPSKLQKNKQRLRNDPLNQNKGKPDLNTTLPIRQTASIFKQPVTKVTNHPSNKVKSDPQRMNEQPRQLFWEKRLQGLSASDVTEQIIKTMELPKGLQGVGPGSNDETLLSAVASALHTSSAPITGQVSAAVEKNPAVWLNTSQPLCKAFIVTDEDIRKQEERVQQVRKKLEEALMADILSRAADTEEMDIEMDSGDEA
The depositor's hits bear a star; . = not tested or not shown.

SMILES	HTRA1 inh	PRMT1 inh	SIAE primary	mABHD4 FP	TDP2 absorb	LEDGF integ inh	rCAG RNA binder	NPR2 activator	TCR CD3 inh	MBD2 inh
COc1ccccc1OCCNC(=O)CN(c1cccc(C)c1)S(=O)(=O)c1ccccc1	-5	0	5	0	13	1	-8	-2	6	2
Cc1cc(Cl)cc(C)c1OCC(=O)NC1CCCCCC1	-15	0	-2	-6	9	-3	-1	-5	5	1
Cc1ccccc1C(=O)N[C@@H](CC(C)C)C(=O)N1CCC[C@H]1C(=O)NCc1ccccc1	.	-3	10	-9	-5	-2	-3	0	1	2
O=C(Nc1nccs1)c1cc([N+](=O)[O-])ccc1Cl	1	1	0	14	-4	-3	5	11	8	-3
CCOc1ccc(C(=O)NCC(=O)OC(C)C(=O)NCc2ccco2)cc1OCC (stereo unspecified)	0	5	0	-3	3	1	1	-1	-6	-1
O=C(CCc1c[nH]c2ccccc12)NCCc1ccccc1	3	-5	4	-4	-16	-2	5	1	-4	-5
CC(C(=O)NC1CC(C)(C)NC(C)(C)C1)c1ccc([N+](=O)[O-])cc1 (stereo unspecified)	-4	0	-8	-9	2	-1	4	1	-5	9
Cc1cnc(NC(=O)CSc2nnc(-c3ccccc3)o2)s1	-3	0	6	-1	15	3	-2	-2	-1	0
COc1ccc(N(CC(=O)NCCSc2ccc(C)cc2)S(=O)(=O)c2ccccc2)c(OC)c1	-27	1	0	1	0	1	-1	-9	7	1
CCOC(=O)C1(Cc2ccccc2C)CCCN(S(C)(=O)=O)C1 (stereo unspecified)	1	4	-2	-4	-10	-2	-7	3	-4	2
O=C(CS(=O)(=O)Cc1ccccc1)N1CCN(Cc2ccc3c(c2)OCO3)CC1	-2	-2	-1	-10	-19	-3	3	7	-6	-3
COc1ccc2nc(Sc3c([N+](=O)[O-])nc(C)n3Cc3ccccc3)[nH]c2c1	.	0	-1	2	-6	-2	-1	-16	7	5
COCCOc1nc2c(c(=O)n(C)c(=O)n2C)n1Cc1cccc(OC)c1	7	-1	-1	-1	0	2	-9	4	9	-3
CCn1c(C)c(C(C)=O)c(N2CCN(c3ccc(OC)cc3)CC2)nc1=S	19	-7	3	0	2	-1	-4	5	-3	-3
CSc1nc(-c2ccccc2)nn1C(=O)c1ccccc1	-5	1	1	6	10	0	2	11	9	3
Nc1nc(-c2ccco2)nn1C(=O)c1ccc([N+](=O)[O-])cc1	1	-2	-1	-2	8	-2	0	1	7	-3
O=C1OC(OC(=O)c2ccccc2Br)C(N2CCOCC2)=C1Cl (stereo unspecified)	-3	0	-1	7	-3	-4	-3	8	-2	-3
O=[N+]([O-])c1ccc(COc2ccc(-c3[nH]ncc3-c3ccccc3)c(O)c2)cc1	-8	1	5	-14	7	-2	9	-1	4	-2
CCOc1cc(C2C(C(=O)OC)=CN(Cc3ccc(Cl)cc3)C=C2C(=O)OC)ccc1O	-16	-4	6	-18	1	3	0	2	1	2
Cc1nn(-c2ccc(Cl)c(Cl)c2Cl)c(=O)c2ccccc12	-13	-2	-9	-24	-14	6	-3	-5	3	1
CCCC(=O)C1=C(O)C(C(=O)OC)C(C)(C)CC1=NCCCCCC(=O)O (stereo unspecified)	4	1	-5	2	-6	2	-4	2	-4	2
CC(C)(C)NC(=O)C(c1ccco1)N(C(=O)Cn1nnc(-c2ccc(F)cc2)n1)c1ccccc1 (stereo unspecified)	.	0	0	-4	4	-1	5	0	-3	0
COc1ccccc1COc1ccc2c(C)c(CCC(=O)O)c(=O)oc2c1C	-7	1	-1	-6	8	0	4	1	1	-6
COc1ccc(C(=O)NCCC2=CCCCC2)cc1	-2	-3	-4	-8	12	4	-5	0	7	3
COc1ccc(CS(=O)(=O)CC(C)(O)c2ccc(Cl)cc2)cc1 (stereo unspecified)	0	-4	12	-2	10	14*	-2	-8	4	-5

In a second layout: 4 of the compounds above
COc1ccccc1OCCNC(=O)CN(c1cccc(C)c1)S(=O)(=O)c1ccccc1
- HTRA1 inh: -5
- PRMT1 inh: 0
- SIAE primary: 5
- mABHD4 FP: 0
- TDP2 absorb: 13
- LEDGF integ inh: 1
- rCAG RNA binder: -8
- NPR2 activator: -2
- TCR CD3 inh: 6
- MBD2 inh: 2
O=C(CS(=O)(=O)Cc1ccccc1)N1CCN(Cc2ccc3c(c2)OCO3)CC1
- HTRA1 inh: -2
- PRMT1 inh: -2
- SIAE primary: -1
- mABHD4 FP: -10
- TDP2 absorb: -19
- LEDGF integ inh: -3
- rCAG RNA binder: 3
- NPR2 activator: 7
- TCR CD3 inh: -6
- MBD2 inh: -3
COc1ccc(CS(=O)(=O)CC(C)(O)c2ccc(Cl)cc2)cc1 (stereo unspecified)
- HTRA1 inh: 0
- PRMT1 inh: -4
- SIAE primary: 12
- mABHD4 FP: -2
- TDP2 absorb: 10
- LEDGF integ inh: 14*
- rCAG RNA binder: -2
- NPR2 activator: -8
- TCR CD3 inh: 4
- MBD2 inh: -5
Cc1cc(Cl)cc(C)c1OCC(=O)NC1CCCCCC1
- HTRA1 inh: -15
- PRMT1 inh: 0
- SIAE primary: -2
- mABHD4 FP: -6
- TDP2 absorb: 9
- LEDGF integ inh: -3
- rCAG RNA binder: -1
- NPR2 activator: -5
- TCR CD3 inh: 5
- MBD2 inh: 1

Following part.
SMILES	HTRA1 inh	PRMT1 inh	SIAE primary	mABHD4 FP	TDP2 absorb	LEDGF integ inh	rCAG RNA binder	NPR2 activator	TCR CD3 inh	MBD2 inh
COc1ccc(C2(CNC(=O)C(c3ccccc3)c3ccccc3)CCOCC2)cc1OC	-4	3	1	5	5	-1	-8	-16	-3	5
CC1(C)Cc2c(C#N)c(SCCC#N)nc(N3CCOCC3)c2CS1	-16	-1	1	-4	0	-4	-4	6	3	2
COc1cc(/C=C/c2nc(-c3ccccc3O)n[nH]2)cc(OC)c1OC	-31	-1	2	-26	1	-2	14	-8	-4	4
Cc1nc2ccc(C(C(F)(F)F)(C(F)(F)F)C(F)(F)F)cc2[nH]1	2	4	5	-11	-9	1	-2	4	8	3
Cc1cc(Cl)ccc1NNC(=O)c1snnc1C	11	0	2	1	-5	-4	-2	-5	3	-2
CCOC(=O)N1CCC(N2Cc3cccc(C(=O)NCC4CCN(CC(C)C)C4)c3C2=O)CC1 (stereo unspecified)	3	1	-4	-1	4	1	7	2	-5	0
COc1cc(NC(=O)c2cc3c(Cl)nc4ccccc4c3s2)cc(OC)c1OC	-20	8	12	-6	-8	-2	16	-1	-2	4
CCN(CC)CC(O)CN1c2ccccc2Sc2ccccc21 (stereo unspecified)	13	-5	9	3	4	-4	3	-19	8	1
CC(C)C[C@H](NC(=O)c1[nH]cnc1C(=O)N[C@@H](Cc1ccccc1)C(=O)OCc1ccccc1)C(=O)OCc1ccccc1	-15	1	-43	-36	-2	2	7	5	6	1
COc1ccc(NC(=O)CN2CCCCC2)cc1S(=O)(=O)N1CCCCC1	-2	-1	8	9	-2	5	3	2	-1	-5
CCn1c(SCC(=O)Nc2nc(C)c(C)s2)nnc1-c1ccco1	1	3	0	-3	6	4	0	3	-2	3
CC(=O)c1ccc2noc(-c3ccccc3)c2c1	4	1	4	2	4	-3	6	-2	2	1
CCOC(=O)c1[nH]c2ccccc2c1CCCN1C(=O)c2ccccc2C1=O	-33	0	-7	-16	8	-1	-1	.	-3	-1
CCCc1cc(=O)n2[nH]c(-c3ccc(Cl)cc3)cc2n1	-4	-1	-1	1	2	0	1	-3	-6	6
O=S(=O)(NCCC1=CCCCC1)c1cccc(Br)c1	-26	-2	-1	-21	7	5	-1	0	-2	-3
CN(C)Cc1c(C(=O)N/N=C/c2ccc(OCc3c(F)cccc3Cl)cc2)nnn1-c1nonc1N	-8	-1	-6	-3	4	1	1	4	-6	1
CCOC(=O)c1csc(N/N=C2\CCc3ccccc32)n1	-10	1	9	7	2	2	4	-1	-5	-4
CCOc1ccc(Br)cc1S(=O)(=O)Nc1ccc(S(=O)(=O)Nc2cc(C)on2)cc1	-7	-4	9	-13	0	6	15	0	0	-5
COC(=O)C(Cc1ccccc1)NS(=O)(=O)c1ccc(F)cc1Br (stereo unspecified)	0	-1	1	-4	11	-2	-4	3	0	-6
CC[C@H](C)[C@@H](CO)NC(=O)[C@H]1O[C@@H](n2ccc(=O)[nH]c2=O)[C@H](O)[C@@H]1O	.	0	88*	6	13	0	2	4	1	1
CN(CC(=O)NCc1ccc(Cl)cc1)S(=O)(=O)c1cccc2cccnc12	-3	-1	3	1	-1	0	0	-4	1	4
Cc1ccc2c(CSc3nnnn3C)cc(=O)oc2c1	10	2	5	-2	-1	-5	1	2	4	5
N#C/C(=C\c1ccc(Cl)cc1)c1nc(-c2ccco2)cs1	-11	0	0	-5	7	1	2	-4	1	5
COn1c(=S)[nH]c2ccccc2c1=O	4	1	-5	-5	0	-1	4	2	1	-3
O=C(NC1CCN(Cc2ccccc2Cl)CC1)c1ccccc1	0	-3	-7	1	-3	-2	1	3	7	1

(next part)
SMILES	HTRA1 inh	PRMT1 inh	SIAE primary	mABHD4 FP	TDP2 absorb	LEDGF integ inh	rCAG RNA binder	NPR2 activator	TCR CD3 inh	MBD2 inh
Cc1ccc(NC(=O)c2ccccc2F)nc1	-2	2	-4	1	0	0	-1	1	-4	5
Cc1noc(C)c1C(=O)Nc1cccc(S(=O)(=O)N2CCOCC2)c1	-2	2	-3	4	-3	-7	0	0	-7	-2
Cc1ccc(C(=O)Nc2ccccc2)cc1S(=O)(=O)N1CCN(C)CC1	-2	1	0	0	-16	-2	5	0	1	2
Cc1cc(C)nc(NC(=S)Nc2cccc(Cl)c2Cl)c1	-11	-2	-10	2	0	3	-1	-1	5	0
C[C@H](NC(=O)c1ncn2c1C(=O)NC[C@H]2C)c1ccccc1	0	0	-4	10	-4	3	1	0	5	-2
O=C(NCc1ccccc1Cl)NC(=O)c1ccccc1	-3	-1	-2	3	-12	-2	-5	-1	2	0
COC(=O)CSc1ccc2nnc(-c3ccc(F)cc3)n2n1	0	0	6	5	-12	4	-1	10	-3	-3

A second format for some results above:
Every second line gives: HTRA1 inh	PRMT1 inh	SIAE primary	mABHD4 FP	TDP2 absorb	LEDGF integ inh	rCAG RNA binder	NPR2 activator	TCR CD3 inh	MBD2 inh
- Cc1ccccc1C(=O)N[C@@H](CC(C)C)C(=O)N1CCC[C@H]1C(=O)NCc1ccccc1
 : .	-3	10	-9	-5	-2	-3	0	1	2
- O=C(Nc1nccs1)c1cc([N+](=O)[O-])ccc1Cl
 : 1	1	0	14	-4	-3	5	11	8	-3
- CCOc1ccc(C(=O)NCC(=O)OC(C)C(=O)NCc2ccco2)cc1OCC (stereo unspecified)
 : 0	5	0	-3	3	1	1	-1	-6	-1
- O=C(CCc1c[nH]c2ccccc12)NCCc1ccccc1
 : 3	-5	4	-4	-16	-2	5	1	-4	-5

A portion of the library; the hit share may differ from the screen's.
